High-throughput results (PubChem BioAssay)
H1N1 NS1A inhibition = NS1A inhibition, H1N1 influenza, cell based functional assay (AID 504329). NS1A functional cell-based assay, percent inhibition; higher % means a stronger effect. inhibition, % at 12.5 µM, or IC50 in µM where a hit was titrated. 340,000 compounds, 0.3% hits; in the data active = a potency from the dose series; inconclusive = inhibition above about 27% without an active follow-up result; note: strong numbers were not always called active
VEEV TC-83 Vero = inhibitors of VEEV TC-83 cytopathic effect, confirmation, Vero cells (AID 588727). inhibition, % at 20 µM; hits with a dose series show IC50 in µM. 350,000 compounds, 0.13% hits. Vero cells, VEEV TC-83 cytopathic effect inhibition; higher % means a stronger effect; in the data active = a potency from the dose series; inconclusive = inhibition mostly from about 14% at the one dose, without a potency; inactive = the rest, 99 in 100 with inhibition below about 12%; note: strong numbers were not always called active
PhoP GFP inhibition = PhoP regulon inhibitors, Salmonella typhi PhoP promoter GFP reporter, confirmatory (AID 1850); inhibition, % at 50 µM, or IC50 in µM where a hit was titrated; Salmonella Typhi PhoP-promoter GFP reporter, fluorescence, 4 h; higher % means a stronger effect; 310,000 compounds, 0.33% hits; in the data active = a potency from the dose series; inconclusive = inhibition mostly from about 25% at the one dose, without a potency; inactive = the rest, 99 in 100 with inhibition below about 19%;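 note: 0% = induced wells with vehicle and 100% = uninduced wells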
tuberculosis growth = growth inhibition of non-replicating M. tuberculosis (AID 488890); Mycobacterium tuberculosis non-replicating, growth inhibition; higher % means a stronger effect; inhibition, % at 25 µM; hits with a dose series show IC50 in µM; 320,000 compounds, 0.39% hits; in the data active = a potency from the dose series; inconclusive = inhibition mostly from about 82% at the one dose, without a potency; inactive = the rest, 99 in 100 with inhibition below about 76%;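 note: plate controls were DMSO cells for no effect and high antibiotic wells for full effect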
M. tuberculosis HTS = M. tuberculosis growth inhibition, HTS (AID 449762). inhibition, % at 25 µM; hits with a dose series show IC50 in µM. M. tuberculosis H37Rv growth inhibition, 7H9 media; higher % means a stronger effect. 330,000 compounds, 0.59% hits; in the data active = a potency from the dose series; inconclusive = inhibition above about 70% without an active follow-up result;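 note: bacterial growth assessed after seven days of incubation; strong numbers were not always called active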
VEEV TC-83 Vero 10K pilot screen = second read-out of VEEV TC-83 Vero, no call of its own (marks repeat the call); inhibition, %; measured here: 10K pilot screen inhibition
The depositor's hits bear a star; i = inactive; ? = inconclusive; nt = no result given; & = joins results of further samples.

Start of the listing, in advance, seven compounds:
SMILES	H1N1 NS1A inhibition	VEEV TC-83 Vero	PhoP GFP inhibition	tuberculosis growth	M. tuberculosis HTS	others
O=C(CN1C(=O)NC2(CCc3ccccc32)C1=O)c1ccc2c(c1)OCCO2 (stereo unspecified)	-1%	2.3%	-7%	22%	-2%
CC(=O)Nc1ccc(S(=O)(=O)N2CCN(C(=O)c3cccnc3)CC2)cc1	-1%	4.5%	-9%	6%	-30%
COc1cccc(NC(=O)N2CCC(NC(=O)c3ccco3)CC2)c1	1%	0.6%	-14%	-11%	1%
O=C(Nc1ccccc1Cl)NC1(C(=O)NCc2cccnc2)CCCCC1	5%	1.2%	3%	-3%	-2%
CCOC(=O)C1CCN(C(=O)COc2ccc(Cl)cc2)CC1	10%	i	1%	?	0%
COc1cccc(C(=O)NCc2ccc3c(c2)OCO3)c1	-8%	i	-9%	34%	3%
Cc1c(C)n(Cc2ccccc2)c2ccc(C(=O)O)cc12	nt	i	0%	4%	2%

Results, from the start:
SMILES	H1N1 NS1A inhibition	VEEV TC-83 Vero	PhoP GFP inhibition	tuberculosis growth	M. tuberculosis HTS	others
O=C(CN1C(=O)NC2(CCc3ccccc32)C1=O)c1ccc2c(c1)OCCO2 (stereo unspecified)	-1%	2.3%	-7%	22%	-2%
CC(=O)Nc1ccc(S(=O)(=O)N2CCN(C(=O)c3cccnc3)CC2)cc1	-1%	4.5%	-9%	6%	-30%
COc1cccc(NC(=O)N2CCC(NC(=O)c3ccco3)CC2)c1	1%	0.6%	-14%	-11%	1%
O=C(Nc1ccccc1Cl)NC1(C(=O)NCc2cccnc2)CCCCC1	5%	1.2%	3%	-3%	-2%
CCOC(=O)C1CCN(C(=O)COc2ccc(Cl)cc2)CC1	10%	i	1%	?	0%
COc1cccc(C(=O)NCc2ccc3c(c2)OCO3)c1	-8%	i	-9%	34%	3%
Cc1c(C)n(Cc2ccccc2)c2ccc(C(=O)O)cc12	nt	i	0%	4%	2%
O=C(Nc1cccc(-n2cnnn2)c1)c1ccccc1Br	2%	0.6%	-24%	13%	-4%
CC(C)CN(/C=N/c1sc2c(c1C#N)CCCCC2)CC(C)C	4%	2.8%	-5%	-3%	1%
CCCCC/C=C/C1=CC(=O)C[C@H](c2ccc(Cl)cc2)C1	-4%	i	nt	50%	6%
C=CCC[C@@H](Cc1ccc(F)cc1)C(=O)OC[C@H](C)NC(=O)[C@@H](CC=C)CC(=O)N(CCO)Cc1ccccc1	-4%	2.2%	nt	12%	-4%
O=C(NCc1nnc(SCC(=O)N2CCCC2)o1)c1ccccc1	-15%	2.7%	0%	1%	-6%
Cc1ccc(CNC(=O)C(=O)NCC2OCCN2C(=O)c2cccs2)cc1 (stereo unspecified)	-4%	1.6%	-26%	0%	7%
CCOC(=O)CS(=O)(=O)c1ccc2ccccc2c1	1%	i	-4%	?	5%
O=C(c1c[nH]c2ccc(S(=O)(=O)N3CCC4(CC3)OCCO4)cc2c1=O)N1CCC2(CC1)OCCO2	12%	0.7%	10%	-10%	-6%
CCOCCn1ccc2c(OCC(=O)Nc3ccccc3OC)cccc2c1=O	-3%	7.0%	2%	20%	50%
COc1ccccc1-c1cn[nH]c1-c1ccc(O)cc1O	-2%	2.0%	-10%	-2%	8%
C=CCn1c(=N)c(C#N)cc2c(=O)n3ccccc3nc21	4%	2.1%	-1%	-2%	-4%
CCCCCCn1c(SCCN2CCOCC2)nc2c1c(=O)[nH]c(=O)n2C	-4%	1.1%	3%	-10%	-2%
CCOC(=O)c1c(NC(=S)NC(=O)c2cnn(CC)c2)sc2c1CCC(C)C2 (stereo unspecified)	7%	i	0%	10%	4%
Cc1cccnc1NC(=S)NCc1ccco1	4%	1.3%	-1%	14%	59%
Cc1nn(C)c(C)c1S(=O)(=O)NCCc1ccc(Cl)cc1	0%	0.1%	0%	9%	6%
CC(=O)c1cccc(NC(=O)c2ccc3ccccc3c2)c1	-23%	5.7%	6%	37%	11%
COc1ccccc1N(C(=O)c1snc(C(N)=O)c1N)C(C(=O)NC1CCCC1)c1ccc(N(C)C)cc1 (stereo unspecified)	7%	0.9%	-18%	-12%	8%
O=C(Nc1nc(-c2ccc(S(=O)(=O)N3CCCCCC3)cc2)cs1)c1ccccc1	23%	1.8%	0%	3%	3%
CCN(c1ccccc1)S(=O)(=O)c1ccc(Cl)c(C(=O)N(CC2CCCO2)C2CCS(=O)(=O)C2)c1 (stereo unspecified)	10%	i	4%	9%	-4%
COCCCNC(=O)c1ccc2c(c1)nc(C)n2-c1cccc(C)c1	-3%	1.4%	-11%	-9%	-7%
CC(=O)Nc1ccc(C(=O)OCC(=O)c2ccc(S(=O)(=O)N3CCCCC3)cc2)cc1	4%	0.9%	-1%	7%	8%
CNC(=O)c1sccc1S(=O)(=O)Cc1c(Cl)cccc1Cl	9%	2.2%	-2%	-5%	-9%
CCS(=O)CCSc1nc2ccccc2s1 (stereo unspecified)	6%	0.8%	11%	9%	2%
COC(=O)[C@@H](NC(=O)Nc1ccc2c(c1)OCCO2)C(C)C	9%	0.6%	-16%	-2%	-3%
CCC(C)C(=O)Nc1nnc(SCC(=O)Nc2ccccc2F)s1 (stereo unspecified)	-10%	1.5%	-1%	80%	-1%
CC(C)Oc1ccc(CCN)cc1Cl	-6%	1.6%	7%	-12%	-1%
Cc1nn(-c2ccccc2)nc1C(=O)Nc1ccc2[nH]ncc2c1	7%	0.2%	-5%	-16%	4%
N#CCCN(Cc1cccnc1)C(=S)Nc1ccccc1Cl	-1%	i	nt	nt	nt
CN(C)c1nc(N)nc(CSc2nc3cc(Cl)ccc3o2)n1	-4%	0.4%	-9%	8%	1%
COc1cc(/C=N/N2CCCCC2)cc([N+](=O)[O-])c1O	1%	2.1%	13%	-5%	12%
CN(C)S(=O)(=O)N1CCC(Oc2ccc(C(=O)N3C[C@@H]4CCC[C@H]3C4)cc2)CC1	0%	2.1%	-3%	2%	-4%
CC(NC(=S)NC1CCCCC1)C(c1cccs1)N1CCOCC1 (stereo unspecified)	1%	0.2%	4%	9%	-12%
Cc1cccc(NC(=O)Cn2c(=O)n(CCc3c[nH]c4ccccc34)c(=O)c3cccnc32)c1	nt	nt	-5%	32%	-1%

The final two records of the part before lead into the next.
SMILES	H1N1 NS1A inhibition	VEEV TC-83 Vero	PhoP GFP inhibition	tuberculosis growth	M. tuberculosis HTS	others
CC(NC(=S)NC1CCCCC1)C(c1cccs1)N1CCOCC1 (stereo unspecified)	1%	0.2%	4%	9%	-12%
Cc1cccc(NC(=O)Cn2c(=O)n(CCc3c[nH]c4ccccc34)c(=O)c3cccnc32)c1	nt	nt	-5%	32%	-1%
COc1cc(OC)cc(C(=O)N(CCCN2C(=O)c3cccc4cccc(c34)C2=O)c2cccc(OC)c2)c1	-23%	7.9%	0%	18%	11%
O=c1[nH]sc2cc(F)ccc12	2%	22%	nt	nt	nt
O=C(NCCN1CCOCC1)C1CC(=O)N(c2cccc(C(F)(F)F)c2)C1 (stereo unspecified)	-4%	0.6%	nt	nt	nt
Cn1c(SCC(=O)NCc2cccs2)nnc1-c1ccncc1	-2%	0.5%	4%	-13%	-1%
CN(C(=O)c1ccc(Br)o1)C1(C)CCS(=O)(=O)C1 (stereo unspecified)	-1%	0.4%	-9%	34%	-14%
COc1ccc(Nc2nc(N3CCOCC3)nc(N3CCOCC3)n2)cc1	1%	i	-3%	-11%	5%
O=c1c2ccccc2nc(SCc2ccncc2)n1CC1CCCO1 (stereo unspecified)	3%	4.8%	2%	2%	3%
CCN(CC)c1ccc2cc(-c3nc(-c4ccc(OC)cc4)cs3)c(=O)oc2c1	nt	nt	-12%	48%	9%
COc1ccc(C2C(Oc3ccccc3)C(=O)N2c2ccc(C)c(C)c2)cc1OC (stereo unspecified)	3%	7.5%	-6%	-4%	-6%
COc1ccccc1/C=C/C(=O)N1CCOCC1	11%	0.5%	-2%	19%	-5%
CS(=O)(=O)N1CCc2cc(C(=O)N3CCN(c4cccc(Cl)c4)CC3)ccc21	0%	2.2%	-2%	7%	6%
O=C(O)CSc1nnc(-c2ccccc2)o1	0%	1.3%	-2%	-6%	-4%
COc1ccc(NC(=O)C2CCCNC2)cc1OCC(C)C (stereo unspecified)	15%	i	-1%	29%	-5%	VEEV TC-83 Vero 10K pilot screen=0.0
CCCCn1c(N)c(N(CCC(C)C)C(=O)c2sc3nc4n(c(=O)c3c2C)CCC4)c(=O)[nH]c1=O	-9%	1.8%	-5%	-11%	-15%
CN1CC2CCCC3(C1)C(=O)NC1(CCCCC1)N=C23 (stereo unspecified)	0%	0.5%	13%	5%	1%
CC(Oc1ccc2c3c(c(=O)oc2c1)CCC3)C(=O)N[C@@H](Cc1ccccc1)C(=O)O (stereo partly specified)	-3%	0.5%	-3%	-6%	-1%
Cc1ccc(OCC(=O)NNC(=O)C2CCCO2)c(C)c1 (stereo unspecified)	-5%	2.1%	-2%	-11%	-5%
CC1=C(NCCc2ccccc2)CCC1=O	-6%	0.3%	-1%	-1%	-1%
Cc1nccn1CC(=O)N/N=C/c1ccccc1O	18µM*	2.6%	-6%	?	-8%
CN(c1ccccc1)C(c1ccc(F)cc1)c1nnnn1CC1CCCO1 (stereo unspecified)	-10%	i	-11%&-2%	0%	-3%
CCCCN(CCCC)CCNC(=O)c1cn(CC)c2ccc(S(=O)(=O)N3CCCC3)cc2c1=O	7%	0.8%	-2%	-1%	4%
CCn1c(=O)c(C(=O)CN2CC(C)OC(C)C2)c(N)n(Cc2ccccc2)c1=O (stereo unspecified)	-2%	3.3%	1%	3%	-17%
CC(C)N(C(=O)[C@H]1CC(CC(=O)NCC23CC4CC(CC(C4)C2)C3)C(=O)N2CCc3c([nH]c4ccccc34)[C@]12C)C(C)C (stereo partly specified)	1%	6.8%	nt	76%	69%
O=C(NCCc1ccccc1)C1CCCN(S(=O)(=O)c2cnc[nH]2)C1 (stereo unspecified)	0%	1.9%	-4%	nt	3%
COc1ccc(Cl)cc1NS(=O)(=O)c1cccc(C(=O)N2CC(C)OC(C)C2)c1 (stereo unspecified)	-3%	i	nt	-11%	-8%
COC(=O)C(Oc1ccc2c(-c3ccc(OC)cc3)cc(=O)oc2c1)c1ccccc1 (stereo unspecified)	1%	8.8%	-2%	76%	?
CC(C)(C)OC(=O)N[C@@H](Cc1ccccc1)C(=O)N[C@@H](CO)[C@H](O)[C@@H]1C[C@@H]1C(=O)NC1CCCCC1	-6%	2.1%	nt	19%	2%
Cc1noc(C)c1NC(=O)Nc1ccc2c(c1)C(=O)N([C@@H](C)CO)C[C@@H](C)[C@@H](CN(C)Cc1ccc3c(c1)OCO3)O2	-16%	i	nt	-2%	5%
CC(C)OP(=O)(OC(C)C)C(NC(=O)c1ccc(Br)cc1)c1ccccc1 (stereo unspecified)	-4%	0.7%	4%	23%	-21%
CCn1cc(SCC(N)=O)c2ccccc21	3%	0.3%	-7%	-2%	-11%
Cc1[nH]nc(-c2cccnc2)c1N=NN(C)C	1%	i	nt	nt	nt
CCCCCn1c(CN2CCN(c3cccc(Cl)c3)CC2)nc2c1c(=O)n(C)c(=O)n2C	-3%	0.7%	2%	26%	65%
Cc1cc(C(=O)COC(=O)c2ccc[nH]c2=O)c(C)n1-c1ccccc1	4%	i	-8%	35%	4%
COc1ccc(/C=C/C(=O)c2ccc3c(c2)OCCO3)cc1[N+](=O)[O-]	12%	?	-4%	33%	2%
CC(=O)NC(c1cc(Cl)c2cccnc2c1O)C1CC1 (stereo unspecified)	12%	7.6%	nt	15%	?
Nc1nnc(-c2ccccc2)s1	-3%	0.9%	-6%	10%	-2%
O=C(CSc1nnc(-c2cccnc2)n1CCc1ccccc1)N1CCCCC1	0%	4.9%	-2%	-22%	-6%
O=C(COc1ccc(Br)cc1)Nc1ccc(-c2nnc(-c3ccco3)o2)cc1	-6%	1.9%	1%	29%	-4%
CCOC(=O)CNC(=O)c1sc2ncnc(N3CCc4ccccc4C3)c2c1C	-9%	2.7%	8%	60%	53µM*
Cc1ccc(C(=O)NC2CCCCNC2=O)cc1 (stereo unspecified)	0%	0.7%	4%	-11%	-10%
Cc1ccc(NC(=O)OCCN2CCN(S(=O)(=O)c3ccc(C)cc3)CCC2=O)cc1	11%	0.5%	-1%	13%	-2%
CC1CCCN(c2c3c(nc4ccccc24)CCCC3)C1 (stereo unspecified)	-3%	i	4%	37%	8%
